Vif-A3F inh = Vif-A3F binding inhibition | Potency, µM (highest dose often 46.1 µM), inactives show top-dose activity, negative = active | HeLa A3F-eYFP + Vif (tagged APOBEC3F with the HIV-1 protein that degrades it), YFP fluorescence increase | actives 0.2% (n = 390,000); note: potency is the fitted concentration of half-maximal effect; % of control where 0% means no effect; nearly all actives have a fitted effect of over 65% in size
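HeLa cells stably expressing A3F-eYFP plus Vif, plated and incubated overnight at 37 deg C, then exposed to compounds overnight at 37 deg C. Blocked degradation read as raised yellow fluorescence (Ex 488/Em 500-530).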
RGS4 inhibitor = blocks human RGS4-accelerated GTP hydrolysis; P49798; Transcreener GDP fluorescence polarization, RGS4-accelerated GTP hydrolysis; Potency, µM (doses to about 114 µM), without a hit: at the top dose activity change, negative = inhibition, actives largely listed as inhibitors; actives 0.039% (n = 390,000); AID 504845; note: potency is the fitted concentration of half-maximal effect; % is set by controls: 0 for no effect and ±100 for the full control effect; nearly all actives have a fitted effect of over 75% in size; some results filed as inactive show a strong effect at the top dose
Target sequence (P49798 whole entry, looked up): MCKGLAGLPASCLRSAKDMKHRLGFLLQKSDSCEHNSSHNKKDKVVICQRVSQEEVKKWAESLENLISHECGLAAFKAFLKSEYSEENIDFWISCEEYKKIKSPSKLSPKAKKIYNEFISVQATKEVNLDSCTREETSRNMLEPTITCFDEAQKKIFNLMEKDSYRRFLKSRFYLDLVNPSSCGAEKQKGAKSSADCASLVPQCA
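MLSMR compounds (23 nl, pin-transferred) preincubated 10 min at room temperature with a 500nM (2x) first reagent, then RGS4 at 900nM (2x) plus Transcreener GDP mix added; fluorescence polarization (620/688 nm) read before and after 90 min at 30 °C.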
LDHA inh = blocks human lactate dehydrogenase A | P00338 | purified LDHA, NADH/diaphorase-resazurin fluorescence; hits give low values | activity change, % (values are at about 110 or 230 µM) | actives 0.15% (n = 480,000); in the data active = activity change below about -30%; inconclusive = mostly about -25% to -30%;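 note: plate controls were DMSO wells for no effect and wells without enzyme for full effect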
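Human LDH5 at 2 nM final in Tris HCl pH 7.4 with 0.06 mM NADH and 0.2 mM pyruvate, reacted 5 minutes at room temperature. Remaining NADH coupled via diaphorase/resazurin; resorufin fluorescence read at 0 and 20 minutes, normalized to enzyme-free and DMSO wells.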
TrxR1 substrate = substrates of rat thioredoxin reductase 1; actives 0.01% (n = 390,000); purified TrxR1 substrate turnover, NADPH consumption readout; Potency, µM (series often up to 114 µM), for the others: at the highest dose activity change, negative = substrate turnover; AID 588456; note: potency is the fitted concentration of half-maximal effect; % is set by controls: 0 for no effect and ±100 for the full control effect; nearly all actives have a fitted effect of over 50% in size
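Rat TrxR1, dispensed at 90 nM, was prereduced with 400 uM NADPH (final) for 5 min at ~22 deg C, then incubated with compound 15 min before 400 uM selenite. A first-read NADPH fluorescence drop versus no-compound background flagged substrates.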
Vif-A3G inh = inhibitors of Vif-APOBEC3G interaction; HeLa A3G-eYFP + Vif (tagged APOBEC3G with the HIV-1 protein that degrades it), YFP fluorescence, overnight; Potency, µM (top dose mostly 46.1 µM), for inactives: at the highest dose activity, negative = active, hits mostly inhibitors; actives 0.076% (n = 410,000);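 note: potency is the fitted concentration of half-maximal effect; % is set by controls: 0 for no effect and ±100 for the full control effect; nearly all actives have a fitted effect of over 60% in size; hits raise eYFP signal because A3G escapes Vif-driven loss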
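Read-out is eYFP fluorescence (Ex 488/Em 500-530) from Vif-expressing HeLa A3G-eYFP cells; more signal means A3G escaped Vif-mediated degradation. Cells plated overnight, compound pinned in, incubated overnight at 37 deg C.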
Glioma ERSR ind = inducers of ER stress response in human glioma cells | Potency, µM, for the others: at the top dose activation, hits mostly activators | AID 602332 | actives 0.02% (n = 420,000) | U87-MG GRP78 promoter luciferase reporter, 16 h; note: potency is the fitted concentration of half-maximal effect; series mostly up to about 76 µM; % of control where 0% means no effect; nearly all actives have a fitted effect of over 35% in size
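Stably transfected U87-MG human glioma cells carrying a GRP78-based luminescent sensor were seeded at 1000 cells/well, pin-dosed with compounds and incubated 16 h. Luciferase reagent was then added, and end-point luminescence was read after 10 min at room temperature.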
USP1-UAF1 inh = blocks the human USP1/UAF1 deubiquitinase complex | AID 743255 | recombinant USP1/UAF1, Ub-Rhodamine cleavage fluorescence | O94782 | Potency, µM (top dose mostly 57.1 µM), for the others: top-dose activity change, negative = inhibition, hits mostly inhibitors | actives 0.23% (n = 390,000); note: potency is the fitted concentration of half-maximal effect; % is set by controls: 0 for no effect and ±100 for the full control effect; nearly all actives have a fitted effect of over 60% in size; inactives centre near -12
Target sequence (O94782 whole entry, looked up): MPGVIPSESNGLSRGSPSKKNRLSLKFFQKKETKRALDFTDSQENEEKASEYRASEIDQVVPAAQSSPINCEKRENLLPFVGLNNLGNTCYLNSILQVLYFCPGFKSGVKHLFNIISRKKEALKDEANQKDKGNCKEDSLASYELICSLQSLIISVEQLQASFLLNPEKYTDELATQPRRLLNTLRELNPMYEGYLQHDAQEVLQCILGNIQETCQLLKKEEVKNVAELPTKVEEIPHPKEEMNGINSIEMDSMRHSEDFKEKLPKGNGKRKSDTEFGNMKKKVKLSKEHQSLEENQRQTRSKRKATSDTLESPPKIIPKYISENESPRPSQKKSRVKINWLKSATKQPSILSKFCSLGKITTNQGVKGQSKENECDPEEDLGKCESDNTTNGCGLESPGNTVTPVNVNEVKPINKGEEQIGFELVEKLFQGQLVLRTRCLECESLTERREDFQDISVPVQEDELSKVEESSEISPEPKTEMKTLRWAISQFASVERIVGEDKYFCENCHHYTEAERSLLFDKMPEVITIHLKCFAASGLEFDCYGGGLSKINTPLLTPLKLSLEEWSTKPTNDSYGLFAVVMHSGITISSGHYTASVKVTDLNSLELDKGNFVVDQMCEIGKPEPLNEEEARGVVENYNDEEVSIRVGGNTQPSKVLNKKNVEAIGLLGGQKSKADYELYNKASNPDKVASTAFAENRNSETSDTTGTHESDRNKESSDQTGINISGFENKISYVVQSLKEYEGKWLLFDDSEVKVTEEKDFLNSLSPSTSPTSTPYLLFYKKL
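USP1/UAF1 complex at 1 nM was preincubated with compound for 15 min at room temperature, then Ub-Rho substrate (150nM final) was added. Fluorescence (480/540 nm) was read kinetically, 6 reads every 60 seconds.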
IDH1 R132H inh = human IDH1 R132H inhibition. O75874. IDH1-R132H enzyme, NADPH consumption, diaphorase/resazurin fluorescence. Potency, µM (doses to about 76.6 µM), for inactives: top-dose activity change, negative = inhibition, hits mostly inhibitors. actives 0.093% (n = 390,000); note: potency is the fitted concentration of half-maximal effect; % is set by controls: 0 for no effect and ±100 for the full control effect; nearly all actives have a fitted effect of over 65% in size
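IDH1-R132H (0.5 ug/mL dispensed) in pH 7.5 Tris buffer was preincubated 30 min with compound, then given a substrate mix of 0.016 mM NADPH and 2 mM alpha-KG for 80 min at room temperature; remaining NADPH was read by diaphorase/resazurin fluorescence.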
rTrxR1 inhibitor = blocks rat thioredoxin reductase 1 | O89049 | recombinant rTrxR1, NADPH fluorescence consumption, selenite substrate | Potency, µM (series often up to 114 µM), for the others: at the highest dose activity change, negative = inhibition, most hits filed as inhibitors | actives 1% (n = 390,000) | AID 588453; note: potency is the fitted concentration of half-maximal effect; % is set by controls: 0 for no effect and ±100 for the full control effect; nearly all actives have a fitted effect of over 65% in size
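Rat TrxR1 (90 nM in the dispensed reagent) was pre-reduced with 400 uM NADPH for 5 min at room temperature, then incubated with compound for 15 min. After 400 uM selenite was added, NADPH fluorescence (Ex 340/Em 450 nm) was followed for 8 min.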
Numbers without * were called inactive; & = joins results of further samples; [ ] = dose if it differs, or a comment. Unless noted, calls come from the whole dose curve; as a rule, active = well fitted curve in the direction sought with a large enough effect; inconclusive = small, poorly fitted or top-dose-only effect, or another doubt; inactive = no such curve, though single readings can be large; an effect the other way counts as inactive or inconclusive. Only part of the results is shown; the hit share may differ from the screen's.

For O=C(NC1CCCCC1)N(Cc1cc2cc3c(cc2[nH]c1=O)OCCO3)CC1CCCO1 (stereo not drawn) the results were Vif-A3F inh -14%, RGS4 inhibitor 38%, LDHA inh -2, TrxR1 substrate 55%[activator], Vif-A3G inh 0%, Glioma ERSR ind -4%, USP1-UAF1 inh -11%, IDH1 R132H inh 10% and rTrxR1 inhibitor 12%.
`O=C(CSc1nnc(-c2ccc(Cl)cc2)n1-c1ccccc1)N/N=C/c1ccccc1C(=O)O` gave Vif-A3F inh -3%, RGS4 inhibitor -4%, LDHA inh -2, TrxR1 substrate 0%, Vif-A3G inh -22%, Glioma ERSR ind -4%, USP1-UAF1 inh -18%, IDH1 R132H inh -7% and rTrxR1 inhibitor 17%.
`COc1ccc(C(=O)Oc2ccc(C(c3c(C)[nH][nH]c3=O)c3c(C)[nH][nH]c3=O)cc2)cc1` gave Vif-A3F inh -4%, RGS4 inhibitor -44%, LDHA inh 3, TrxR1 substrate 8%, Vif-A3G inh 1%, Glioma ERSR ind -1%, USP1-UAF1 inh -27%, IDH1 R132H inh -8% and rTrxR1 inhibitor 6%.
Screening Cc1ccc(CNC(=O)C2CCN(c3nn4c(=O)cc(C)nc4s3)CC2)cc1 returned Vif-A3F inh -16%, RGS4 inhibitor 3%, LDHA inh -2, TrxR1 substrate -6%, Vif-A3G inh 0%, Glioma ERSR ind 4%, USP1-UAF1 inh -8%, IDH1 R132H inh 0% and rTrxR1 inhibitor 9%.
`O=c1[nH]cc(-c2ccc(Br)cc2)n1Cc1ccccc1` gave Vif-A3F inh -6%, RGS4 inhibitor -53%, LDHA inh 0, TrxR1 substrate 3%, Vif-A3G inh -3%, Glioma ERSR ind -4%, USP1-UAF1 inh -2%, IDH1 R132H inh -3% and rTrxR1 inhibitor 7%.
For Brc1cnc2nc(SCc3nc4ccccc4[nH]3)[nH]c2c1 the results were Vif-A3F inh inconclusive, RGS4 inhibitor 1%, LDHA inh -2, TrxR1 substrate 5%, Vif-A3G inh 0%, Glioma ERSR ind 5%, USP1-UAF1 inh -12%, IDH1 R132H inh -2% and rTrxR1 inhibitor 12%.
For COc1ccc(CCNC(=O)Cc2ccc(NC3=NC4CS(=O)(=O)CC4S3)cc2)c(OC)c1 (stereo not drawn) the results were Vif-A3F inh -5%, RGS4 inhibitor 7%, LDHA inh -11, TrxR1 substrate 13%[57.1 µM], Vif-A3G inh 4%, Glioma ERSR ind -4%, USP1-UAF1 inh -18%, IDH1 R132H inh -7% and rTrxR1 inhibitor 30%[57.1 µM].
Screening CC(=O)c1cccc(NC(=O)Nc2ccc(C(=O)N3CCCC3)cc2)c1 returned Vif-A3F inh 1%, RGS4 inhibitor -2%, LDHA inh -4, TrxR1 substrate 9%, Vif-A3G inh 1%, Glioma ERSR ind -2%, USP1-UAF1 inh -17%, IDH1 R132H inh 1% and rTrxR1 inhibitor 16%.
Screening CC1(c2nnc(Cc3ccccc3)o2)CC(c2ccccc2)=NO1 (stereo not drawn) returned Vif-A3F inh 0%, RGS4 inhibitor 11%, LDHA inh 12, TrxR1 substrate -2%, Vif-A3G inh 2%, Glioma ERSR ind -5%, USP1-UAF1 inh 14%, IDH1 R132H inh 0% and rTrxR1 inhibitor 0%.
COc1ccc(Cl)cc1NC(=O)CN(C)C(=O)CN1C(=O)NC(C)(C)C1=O was read as Vif-A3F inh 2%, RGS4 inhibitor -12%, LDHA inh -3, TrxR1 substrate -7%, Vif-A3G inh 2%, Glioma ERSR ind -5%, USP1-UAF1 inh -20%, IDH1 R132H inh -4% and rTrxR1 inhibitor 0%.
For CCOC(=O)c1c(C)n(C)c2ccc(OC)c([N+](=O)[O-])c12 the results were Vif-A3F inh 0%, RGS4 inhibitor -1%, LDHA inh 1, TrxR1 substrate 5%, Vif-A3G inh 0%, Glioma ERSR ind -4%, USP1-UAF1 inh -18%, IDH1 R132H inh -5% and rTrxR1 inhibitor 22%.
For CCOC(=O)c1cc(C(C)(C)C)oc1CN the results were Vif-A3F inh -2%, RGS4 inhibitor 26%, LDHA inh 0, TrxR1 substrate 15%[57.1 µM], Vif-A3G inh -9%, Glioma ERSR ind -5%, USP1-UAF1 inh -6%, IDH1 R132H inh 4% and rTrxR1 inhibitor 8%[57.1 µM].
Cc1ccc(Cc2c(-c3ccccc3)nc3ccc(Br)cn23)cc1 was read as Vif-A3F inh -9%, LDHA inh 4, Vif-A3G inh -6%, Glioma ERSR ind 3%, USP1-UAF1 inh -23% and IDH1 R132H inh 0%.
COc1ccccc1CN(C)C(=O)CSCC(=O)Nc1ccccc1F was read as Vif-A3F inh -8%, RGS4 inhibitor -28%, LDHA inh -4, TrxR1 substrate -8%, Vif-A3G inh 2%, Glioma ERSR ind -5%, USP1-UAF1 inh -8%, IDH1 R132H inh 3% and rTrxR1 inhibitor -13%.
Screening C=CCOc1ccc(C2NC(=O)c3ccccc3O2)cc1 (stereo not drawn) returned Vif-A3F inh -3%, RGS4 inhibitor -35%, LDHA inh 9, TrxR1 substrate 15%[57.1 µM], Vif-A3G inh -1%, Glioma ERSR ind 0%, USP1-UAF1 inh -17%, IDH1 R132H inh 4% and rTrxR1 inhibitor 18%[57.1 µM].
Screening CN(C)C(CNC(=O)c1cc2ccccc2o1)c1ccco1 (stereo not drawn) returned Vif-A3F inh -2%, RGS4 inhibitor 5%, LDHA inh -2, TrxR1 substrate -2%, Vif-A3G inh -1%, Glioma ERSR ind 7%, USP1-UAF1 inh -12%, IDH1 R132H inh -16% and rTrxR1 inhibitor 7%.
`CCN(CC)S(=O)(=O)c1cccc(-c2csc(C)n2)c1` gave Vif-A3F inh 1%, RGS4 inhibitor 0%, LDHA inh -1, TrxR1 substrate 8%, Vif-A3G inh 0%, Glioma ERSR ind 2%, USP1-UAF1 inh -22%, IDH1 R132H inh 12% and rTrxR1 inhibitor 9%.
`COc1ccc(CNC(=O)C2CCN(S(=O)(=O)N3CCCC3)CC2)c(OC)c1` gave Vif-A3F inh -7%, RGS4 inhibitor 15%, LDHA inh -3, TrxR1 substrate 1%, Vif-A3G inh 9%, Glioma ERSR ind -3%, USP1-UAF1 inh -8%, IDH1 R132H inh 10% and rTrxR1 inhibitor 16%.
For Cn1cc(/C=N/NC(=O)c2ccccc2O)c2ccccc21 the results were Vif-A3F inh 9%, RGS4 inhibitor 8%, LDHA inh 1, TrxR1 substrate -8%, Vif-A3G inh -2%, Glioma ERSR ind 5%, USP1-UAF1 inh -26%, IDH1 R132H inh 5% and rTrxR1 inhibitor 2%.
Cc1ccc(-c2cc(C(=O)O)c3ccccc3n2)s1 was read as Vif-A3F inh -13%, RGS4 inhibitor 19%, LDHA inh -1&-20, TrxR1 substrate 827%[activator], Vif-A3G inh -2%, Glioma ERSR ind 4%, USP1-UAF1 inh -5%, IDH1 R132H inh -10% and rTrxR1 inhibitor 79µM*.
Screening COc1ccc(/C=N/Nc2nc(-c3ccc(C)cc3)c(C#N)c(=O)[nH]2)cc1 returned Vif-A3F inh 11%, RGS4 inhibitor -47%, LDHA inh -2, TrxR1 substrate 57%[activator][57.1 µM], Vif-A3G inh -4%, Glioma ERSR ind -4%, USP1-UAF1 inh -9%, IDH1 R132H inh 5% and rTrxR1 inhibitor 2%[57.1 µM].
`COc1cc(SC)ccc1C(=O)Nc1ccc(OCC(=O)N2CCOCC2)cc1` gave Vif-A3F inh 6%, RGS4 inhibitor -2%, LDHA inh -6, TrxR1 substrate 15%, Vif-A3G inh 0%, Glioma ERSR ind -10%, USP1-UAF1 inh -7%, IDH1 R132H inh 5% and rTrxR1 inhibitor 31%[57.1 µM].
For O=C(O)Cc1ccc(NC(=S)Nc2ccc(Br)cc2Cl)cc1 the results were Vif-A3F inh -27%, RGS4 inhibitor -2%, LDHA inh -6, TrxR1 substrate 0%, Vif-A3G inh -1%, Glioma ERSR ind 3%, USP1-UAF1 inh -14%, IDH1 R132H inh -13% and rTrxR1 inhibitor inconclusive.
For CC(C)CNC(=O)CSc1nnc(-c2cccc(S(=O)(=O)N3CCCCC3)c2)o1 the results were RGS4 inhibitor -1%, LDHA inh -4, TrxR1 substrate 0%, Vif-A3G inh -7%, Glioma ERSR ind -4%, USP1-UAF1 inh -13%, IDH1 R132H inh -3% and rTrxR1 inhibitor 1%.
Screening COc1cc(OC)cc(-c2n[nH]c(=S)n2-c2cc(OC)ccc2OC)c1 returned Vif-A3F inh -2%, RGS4 inhibitor -34%, LDHA inh -3, TrxR1 substrate 9%[57.1 µM], Vif-A3G inh -7%, Glioma ERSR ind -5%, USP1-UAF1 inh -1%, IDH1 R132H inh 1% and rTrxR1 inhibitor -12%[57.1 µM].
For O=C(Nc1ccccc1C(=O)N/N=C/c1ccco1)c1ccc(Cl)cc1 the results were Vif-A3F inh 5%, RGS4 inhibitor 1%, LDHA inh -7, TrxR1 substrate -1%, Vif-A3G inh -4%, Glioma ERSR ind 0%, USP1-UAF1 inh -12%, IDH1 R132H inh -6% and rTrxR1 inhibitor 22%.
